Assay outcomes: PubChem BioAssay, National Center for Advancing Translational Sciences (NCATS)
ERK EGF block = EGF-driven ERK pathway inhibition; HEK293-V1b, EGF-stimulated phospho-ERK AlphaScreen; Potency, µM (highest dose often 11.5 µM), without a hit: at the highest dose activity change, negative = inhibition, actives largely listed as inhibitors; 130,000 compounds, 0.41% hits; active = well fitted inhibition curve with a large enough effect; inconclusive = small, poorly fitted or top-dose-only effect, or effect the other way;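 also: plate controls were stimulated vehicle wells for no effect and unstimulated vehicle basal for full effect; nearly all actives have a fitted effect of over 55% in size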
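Cell line HEK293 (stable V1b), low serum overnight. Pretreatment: compound 30 min, 37C. EGF 25 nM, 5 min. Detection: SureFire AlphaScreen, 5 h RT. AC50 via standard Hill equation.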
* marks the source's active call; other numbers are inactive results; ? = inconclusive; [ ] = another dose, or the depositor's remark. Potency is read from the fitted curve at half-maximal effect.

compound	ERK EGF block
CN1C(=O)CC(C(=O)Nc2ccccc2F)SC1=Nc1ccc2c(c1)OCO2 (centres undefined)	0.8%
CCOC(=O)C1C2C=CC3(CN(Cc4ccccc4)C(=O)C13)O2 (centres undefined)	1.4%
C/C=C\C=C\C(=O)Nc1cccc(C2=NOC3(C2)C[C@@H](C(N)=O)N(C(=O)C(c2ccccc2)c2ccccc2)C3)c1 (some centres undefined)	-0.8%[57.5 µM]
Cc1ccc(-n2cc[nH]c2=S)cc1C	3.9%
COc1cccc(Cn2cc(C(=O)NCCN(C)C)nn2)c1	-4.2%
CC1(C)CC(=O)C(C(=S)Nc2ccc(F)cc2)=C(NCCN2CCOCC2)C1	2.2%
CS(=O)(=O)N1CCC2(CCN(Cc3ccc(C#N)cc3)CC2)CC1	1.2%
Cc1ccc(/C=C/C(=O)Nc2nnc(SCc3ccc(C#N)cc3)s2)o1	-3.0%
Cc1nc2ccc(NC(=S)N3CCCC3)cc2nc1C	-17.7%
COCCOc1cc(N(CC(=O)N(C)C)S(=O)(=O)c2ccccc2)c(Cl)cc1Cl	9.7%
O=Cc1cccn1-c1ccccc1	-16.6%[57.5 µM]
CCN(CC)CCOCCOC(=O)C(CC)(CC)c1ccccc1	0.0%[57.5 µM]
O=C(CS(=O)(=O)Cc1ccccc1)NCc1ccco1	0.3%
NNC(=O)c1cccc(O)c1	-10.8%
COc1ccc(-n2c(C)cc(-c3csc(NC(=O)c4ccc(S(=O)(=O)N(C)C)cc4)n3)c2C)cc1	-8.7%
Cc1cc(C)cc(NC(=O)N(CCC#N)Cc2cccs2)c1	2.4%[57.5 µM]
Cc1ccc(-c2cc(C(=O)Nc3c(C)n(C)n(-c4ccccc4)c3=O)no2)cc1	-2.6%
O=C(COC(=O)CCSc1ccccc1)NCc1ccc(F)cc1	2.7%
O=S(=O)(c1ccccc1)c1nc(-c2ccco2)oc1Nc1ccccc1	-7.5%
NC(N)=Nc1ccc(N=C(N)N)cc1	-1.0%[57.5 µM]
CC1CCc2c(sc3nc(CN4CCN(S(=O)(=O)c5ccccc5[N+](=O)[O-])CC4)[nH]c(=O)c23)C1 (centres undefined)	3.2%
COc1cccc(C(=O)CC(=O)C(=O)Nc2cc(Cl)c(OC)cc2OC)c1	0.2%
CC(C)OCC1CC(CC(=O)NC(=S)Nc2cccc([N+](=O)[O-])c2)C(=O)O1 (centres undefined)	0.3%
COc1ccc(N2CC(C(=O)N/N=C/c3cccs3)CC2=O)cc1 (centres undefined)	0.2%
O=C(NCc1ccccc1)C(=O)NCC1COc2ccccc2O1 (centres undefined)	-8.7%
CCn1cc(C(=O)N(CCC(C)C)c2c(N)n(Cc3ccccc3)c(=O)[nH]c2=O)c(=O)c2ccc(C)nc21	3.7%
CC(C)(C)c1ccc(S(=O)(=O)N2CCC(CO)(CC3CCCCO3)CC2)cc1 (centres undefined)	4.0%
N/C(Cc1ccc([N+](=O)[O-])cc1)=N\OC(=O)CC1CCCCC1	1.0%
Cc1ccc(S(=O)(=O)N2CCN(CC(=O)Nc3ccc(N4CCOCC4)cc3)CC2)cc1C	-1.1%
CC(C)NC(=O)CSc1nc(N)c(NC(=O)c2ccccc2F)c(=O)[nH]1	-10.1%

(next part)
compound	ERK EGF block
CCN1CCN(c2cc(C)c3cc(NC(=S)NCc4cccs4)ccc3n2)CC1	8.8%
Cn1c(O)c(C2=c3ccccc3=NC2=O)sc1=Nc1ccc(Cl)cc1	4.1%
Cc1ccc(NC(=O)CSc2nnc(C)c(=O)[nH]2)cc1C	-5.2%
CCOc1ccc(NC(=O)CN2C(=O)S/C(=C/c3cccn3C)C2=O)cc1	-7.3%
COc1ccc2c(c1)CC/C(=C\c1ccc(C)o1)C2=O	0.2%[57.5 µM]
Cc1cc(CNC(=O)c2cccc([N+](=O)[O-])c2C)c2ccccc2n1	?
O=C(Nc1ncc2c(n1)-c1ccccc1OC2)c1ccc(F)cc1	4.0%
COC(=O)c1cc(S(=O)(=O)Nc2nn(C)c3ccccc23)oc1C	1.7%[57.5 µM]
Cc1ccc(OCc2cn3cccnc3n2)cc1	9.1%
Cc1ccc(Sc2ncccc2C(=O)O)cc1	13.8%
CCCCCC1CCC(c2n[nH]c(=S)n2C)CC1 (centres undefined)	-2.5%
CCOC(=O)C1CCN(CC(=O)N(CC(C)C)c2c(N)n(CC(C)C)c(=O)[nH]c2=O)CC1	28.2%
COc1cccc(CC2(CO)CCCN(Cc3sc(N4CCCC4)nc3Cl)C2)c1 (centres undefined)	-8.6%
Cc1cc(C)n2nc(C(=O)OCC(=O)c3cc(C)n(CC4CCCO4)c3C)nc2n1 (centres undefined)	6.4%
CC(C)(C)N(Cc1ccccc1)C(=O)COC(=O)Cn1cnc2ccccc2c1=O	-0.1%
COc1cc(N(C(=O)Cc2cccs2)C(C(=O)NC2CCCCC2)c2cccc(OC)c2OC)ccc1-n1cnnn1 (centres undefined)	-3.6%
S=C(Nc1ccc(Cl)cc1)NC1CCCCC1	-11.7%[57.5 µM]
O=C1[C@@H]2Cc3c([nH]c4ccccc34)[C@@H](c3ccccc3)N2C(=O)[C@@H]2Cc3c([nH]c4ccccc34)[C@@H](c3ccccc3)N12	6.6%
CCOc1ccccc1C(=O)NCC(=O)O	-5.1%[57.5 µM]
Cc1cc([N+](=O)[O-])cc2c1-c1ncccc1C2=Nc1ccccc1	-3.9%
Cc1c(NC2=CC(=O)CC(C)(C)C2)c(=O)n(-c2ccccc2)n1C	8.1%
OC1(CNCc2cn[nH]c2-c2cc3ccccc3o2)CCCCC1	-0.7%
O=c1c2cc([N+](=O)[O-])ccc2nc(CN2CCN(c3ccccn3)CC2)n1-c1ccccc1F	0.1%
O=C1CNC(=O)/C(=C/c2cccs2)N1	4.6%
COc1cc(/C=N/NC(=O)c2cccc([N+](=O)[O-])c2)ccc1O	-11.7%
COc1ccc2nc(/N=C/c3c(C)[nH]n(-c4ccc(C)cc4)c3=O)sc2c1	1.2%
O=C(CSCc1ccc(Cl)cc1)N1CCOCC1	7.0%
CCOC(=O)N1CCN(C(=O)CSc2ccc(-c3ccc(OC)c(OC)c3)nn2)CC1	-1.6%
Cc1ccc(NC(=S)N2CCN(Cc3ccccc3)CC2)cc1	5.0%
O=C(COC(=O)C1CCC1)Nc1ccccc1Sc1ccccc1	-8.6%

(more compounds)
compound	ERK EGF block
O=C(Nc1ccc2c(c1)OCO2)N1CCN(Cc2ccco2)CC1	-11.0%[57.5 µM]
CCCn1nc(C(=O)N2CCCc3ccccc32)c2ccccc2c1=O	-0.9%
O=[N+]([O-])c1cccc(-c2cc3cccc[n+]3cc2-c2cccc([N+](=O)[O-])c2)c1	-0.3%
COc1ccc(-n2c(=O)c3c4c(sc3n(CC(=O)NCC3CCCO3)c2=O)CCCC4)c(OC)c1 (centres undefined)	-13.0%
CCC(C)CCCCC(=O)NC(CCN)C(=O)NC(C(=O)NC(CCN)C(=O)NC1CCNC(=O)C(C(C)O)NC(=O)C(CCN)NC(=O)C(CCN)NC(=O)C(CC(C)C)NC(=O)C(Cc2ccccc2)NC(=O)C(CCN)NC1=O)C(C)O (centres undefined)	14.0%
CCOc1ccc(NC(=S)NCCCN2CCN(C3CCCCC3)CC2)cc1	8.3%
O=c1[nH]c2cc(Cl)ccc2c(O)c1-c1ccc(Oc2ccccc2)cc1	-2.4%
O=C(Cc1nnc(NC(=O)Nc2ccc(F)cc2)s1)Nc1ccccc1	1.7%
Cc1cccc(N2C(=O)C(CC(=O)Nc3cccc(F)c3)N(CCc3ccncc3)C2=O)c1 (centres undefined)	8.8%
CCN(CC)C(=O)c1[nH]cnc1C(=O)N[C@@H](CC(C)C)C(=O)OC(C)(C)C	-8.2%[57.5 µM]
Cc1c(C(=O)/C=C/N(C)C)nnn1-c1ccc(F)c(Cl)c1	11.5%[57.5 µM]
CC(C)C[C@H](NC(=O)CCn1nnc2ccccc2c1=O)C(=O)O	8.5%[57.5 µM]
CN1CCN(NC(=O)CN2C(=O)S/C(=C\c3c(Cl)cccc3Cl)C2=O)CC1	23.7%
COc1cc(/C=C/C(=O)OCC(=O)N2CCC(Cc3ccccc3)CC2)ccc1O	?
O=C(NC(NC(=S)Nc1ccc(Cl)cc1)C(Cl)(Cl)Cl)c1ccco1 (centres undefined)	3.8%
CCOC(=O)N1CCN(C(=O)c2cccn3c(=O)c4c5c(sc4nc23)CCCC5)CC1	6.8%
O=C(COC(=O)CNC(=O)c1cccc([N+](=O)[O-])c1)Nc1ccccc1OC(F)F	0.7%
CCO[C@H]1OC(C(=O)NC2CC2)=C[C@@H](c2ccccc2)[C@@H]1CCCO	10.4%[57.5 µM]
C=CCn1c(-c2ccc(F)cc2)n[nH]c1=S	-4.4%
CCOC(=O)c1c(NC(C)=O)sc2c(O)c(Br)cc(Br)c12	2.4%
CCOc1ccc(/C(O)=C2/C(=O)C(=O)N(CCN(C)C)C2c2ccccc2)cc1Cl (centres undefined)	-0.4%
CC[C@H](C)[C@@H]1NC(=O)c2cc([N+](=O)[O-])cc(F)c2OCC[C@@H](C(N)=O)NC(=O)[C@H](CCCCN)NC1=O	2.5%
O=C(COC(=O)c1cccnc1Cl)Nc1cc(S(=O)(=O)N2CCCCC2)ccc1Cl	-4.0%
Cc1ccsc1C1C(C#N)=C(N)N(N(C)C)C2=C1C(=O)CC(C)(C)C2 (centres undefined)	6.6%
O=C(c1ccc(S(=O)(=O)Cc2ccccc2Cl)c([N+](=O)[O-])c1)N1CCN(c2ccccn2)CC1	-7.1%
CCOc1cc(/C=N/n2nnnc2N)ccc1OCc1c(C)no[n+]1[O-]	-7.0%
CCC(CC)NC(=O)CN(c1ccccc1OC)S(=O)(=O)c1cccs1	-1.3%[57.5 µM]
COc1cccc(C(=O)C[n+]2ccccc2/C=N/O)c1	-8.4%
COc1cc(/C=C2/C(=N)N3OC(C)=CC3=NC2=O)ccc1OC(=O)c1ccco1	0.6%
C[C@@H]1CC=C[C@H]2[C@H]1C(=O)N(Cc1ccccc1)[C@H]2c1ccc(-c2ccc(F)cc2)cc1F	-12.0%[57.5 µM]

(more compounds)
compound	ERK EGF block
O=C(Nc1ccc(CN2CCS(=O)(=O)CC2)cc1)c1ccc(Cl)cc1	-7.7%[57.5 µM]
Cc1cccc(-n2c(-c3csc4ccccc34)n[nH]c2=S)c1	7.3%
CCOc1ccc(N(CC(=O)NN=C2CCN(C)CC2)S(C)(=O)=O)cc1	6.9%
O=C1NC(NS(=O)(=O)c2ccccc2)(C(F)(F)F)C(=O)N1c1ccc(F)cc1 (centres undefined)	3.5%
Cc1ccc(-n2c(CNC(=O)c3cccs3)nnc2SCC(=O)NO)cc1	-0.9%
COc1ccc(NC(=O)C(Cl)=C(Cl)Cl)cn1	-4.1%
CC(=O)N(Cc1ccccc1)c1nc(-c2ccccc2)cs1	-10.1%
O=C(c1ccco1)N1N=C(c2ccc3nccnc3c2)CC1c1ccccc1 (centres undefined)	-2.8%
Oc1ccc(N2CCN(C(=S)NCc3ccccc3)CC2)cc1	4.5%
Cc1ccccc1NC(=O)c1ccc(CN(c2ccccc2)S(=O)(=O)c2ccccc2)cc1	3.5%
CCCCC(CC(O)COCC(C)C)C(=O)NN (centres undefined)	-0.2%
N#CC1(NC(=O)COc2ccc3oc4ccccc4c3c2)CCCCC1	28.5%
CC(C)(C)NC(=O)C(c1ccc(O)cc1)N(C(=O)CCC(=O)Nc1nccs1)c1ccc(F)cc1 (centres undefined)	-4.2%
CC1(C)CC(NC(=O)COc2ccc([N+](=O)[O-])cc2)CC(C)(C)N1	-1.0%
CC(C)(C)c1nc(N)nc(=O)[nH]1	4.0%[57.5 µM]
N/C(=N\OC(=O)/C=C/c1ccccc1)c1cccnc1	-11.9%
CC(C)CNC(=O)CCc1nc(-c2ccccc2)no1	-9.9%[57.5 µM]
CC(=O)Nc1ccc(SCC(=O)OCC(=O)NC(=O)NCCC(C)C)cc1	-2.5%[57.5 µM]
Cc1nc(N2CCOCC2)c2nc(-c3ccccc3)n(CCN3CCCCC3)c2n1	8.2%
O=C(O)c1cccc(NS(=O)(=O)c2ccc(-c3ccc(S(=O)(=O)Nc4cccc(C(=O)O)c4)cc3)cc2)c1	5.5%
Cc1ccc(OC(=S)Nc2ccc(F)cc2)cc1	6.2%
COc1cc(OC)c2c(c1C(CCN1CCOCC1)c1ccc(N(C)C)cc1)OC(=O)CC2c1ccc(N(C)C)cc1 (centres undefined)	-5.6%[57.5 µM]
Cc1c(NC(=S)N/N=C/c2ccc(Br)cc2)c(=O)n(-c2ccccc2)n1C	8.3%[57.5 µM]
CC1(C)CC(C(CC(=O)N2CCCC2)Cc2ccccc2)CCO1 (centres undefined)	?

Given with the structure last: 6 of the compounds above.
ERK EGF block | SMILES
-1.6% | CCOC(=O)N1CCN(C(=O)CSc2ccc(-c3ccc(OC)c(OC)c3)nn2)CC1
5.0% | Cc1ccc(NC(=S)N2CCN(Cc3ccccc3)CC2)cc1
-8.6% | O=C(COC(=O)C1CCC1)Nc1ccccc1Sc1ccccc1
-11.0%[57.5 µM] | O=C(Nc1ccc2c(c1)OCO2)N1CCN(Cc2ccco2)CC1
-0.9% | CCCn1nc(C(=O)N2CCCc3ccccc32)c2ccccc2c1=O
-0.3% | O=[N+]([O-])c1cccc(-c2cc3cccc[n+]3cc2-c2cccc([N+](=O)[O-])c2)c1

Some of the compounds tested (hit frequency here may not be typical).
